Compound activity as filed in PubChem.
Growth percent in the NCI-60 one-dose screen (48 h, 10 µM unless noted): 100 = growth as untreated, 0 = no growth, -100 = all killed.
SK-MEL-28: SK-MEL-28 melanoma; AID 1794761; 81,000 tested, 4.1% active
MDA-MB-435: MDA-MB-435 melanoma; 82,000 tested, 7.8% active
BT-549: BT-549 breast cancer; 78,000 tested, 4.4% active; AID 1794793
SK-MEL-2: SK-MEL-2 melanoma | 77,000 tested, 4.7% active | AID 1794763
LOX IMVI: LOX IMVI melanoma | 79,000 tested, 7.4% active
HS 578T: HS 578T breast cancer; 78,000 tested, 4.1% active
T-47D: T-47D breast cancer. AID 1794792. 79,000 tested, 5% active
SK-MEL-5: SK-MEL-5 melanoma; 80,000 tested, 6.4% active; AID 1794755
* marks the source's active call; other numbers are inactive results; / = no result given; & = joins results of further samples. How the source made its calls: active means growth percent below 10; inactive means the rest. These rows are one share of the data; count on the stated rates, not on these rows.

SMILES	SK-MEL-28	MDA-MB-435	BT-549	SK-MEL-2	LOX IMVI	HS 578T	T-47D	SK-MEL-5
CCCCC(C(=O)c1ccccc1)N1CCOCC1 (stereo not given)	105.0	103.2	100.4	110.3	101.4	96.5	92.6	100.6
CC(=O)c1ccc(Br)cc1	119.6	100.9	107.9	112.5	97.4	132.6	93.3	106.2
COC(=O)C(c1ccccc1)N1CCCCCC1 (stereo not given)	106.2	97.5	104.9	107.9	100.4	101.6	103.3	95.5
NC(=O)c1c(Br)n(C2OC(CO)C(O)C2O)c2ncnc(N)c12 (stereo not given)	-4.8*	1.1*	-16.1*	/	1.5*	-8.4*	-14.7*	50.7
CC1=C(SCCC(=O)OCC(=O)NCCC[Te]c2ccccc2)C(=O)c2ccccc2C1=O	-11.4*	4.7*	-6.7*	-33.4*	-12.6*	-16.9*	18.9	-61.4*
NC(=O)CI	107.6	99.4	101.1	108.0	96.6	109.7	106.2	/
CC(=O)C1CCC2C3CCC4CC(O)CCC4(C)C3C(=O)CC12C (stereo not given)	111.8	98.8	94.0	104.0	54.3	104.0	100.3	93.8
OC(CNCc1ccccc1)c1ccc(Cl)cc1 (stereo not given)	109.9	113.1	98.5	100.7	93.4	103.1	97.3	100.2
CCCC(=O)OC(C(Cl)(Cl)Cl)P(=O)(OC)OC (stereo not given)	119.5	105.3	99.2	107.6	98.5	/	106.6	115.0
O=C(O)c1ccccc1C(=O)O	113.5	110.3	110.5	105.6	91.6	113.4	95.3	112.2
C=C(C(=O)OC1CC2CCC(C1)[N+]2(C)[O-])c1ccccc1 (stereo not given)	111.4	110.7	106.8	110.0	99.2	103.5	107.7	111.0
CC(=O)OC[C@]1(C)C=C2C(=O)[C@](C)(O)C3(CC3)C(C)=C2[C@H]1OC(=O)N(C)CCN(C)C(=O)OC(C)(C)C	-4.0*	-47.0*	-32.8*	-74.3*	-7.0*	17.5	8.4*	-74.4*
COC(=O)C1C=C2c3cccc4[nH]cc(c34)CC2N(C)C1 (stereo not given)	112.4	108.0	101.6	102.1	92.8	91.9	91.8	95.7
Nc1cccc(Cl)c1	125.6	93.2	104.3	/	96.9	89.1	94.6	108.4
COc1cc2c(cc1OC)[C@@H]1N(CC2)C(=O)c2ccccc2[C@]1(C)C(=O)O	108.7	105.1	112.5	105.9	103.2	107.9	109.9	104.6
Cc1ccc(Nc2nc(-c3ccc4ccccc4c3)c[se]2)cc1	107.7	105.3	106.3	106.4	95.2	93.4	51.1	103.1
CN(C)c1ccc(C(=O)c2ccc(N(C)C)cc2)cc1	95.4	/	/	/	99.6	101.5	121.8	107.9
c1ccc(CNC2CN3CCC2CC3)cc1 (stereo not given)	116.6&115.4	110.5&113.0	106.2&108.6	121.8&101.2	95.1&88.9	104.9&106.5	96.2&102.9	111.8&115.3
Nc1cccc(SC2CC(=O)N(c3ccc(Cl)cc3C(=O)c3ccccc3)C2=O)c1 (stereo not given)	105.7	64.7	86.7	102.3	88.3	91.2	69.8	75.4
CC1(C)N=C(N)N=C(N)N1c1cccc(CCCCc2cccc(S(=O)(=O)F)c2)c1	45.6	46.2	37.0	62.9	26.8	82.1	73.2	21.6
CC1(C)N=C(N)N=C(N)N1c1ccc(CCCCc2ccc(S(=O)(=O)F)cc2)c(Cl)c1	48.4	15.7	46.2	30.6	8.8*	/	-0.7*	16.6
CC(Cl)C(=O)c1ccc(N)cc1 (stereo not given)	90.8	92.9	88.9	87.7	74.0	115.3	87.8	102.1
CN1C(=O)C(=Cc2cn(C(=O)c3ccccc3)c3ccccc23)C(=O)N(C)C1=O	108.9	96.3	100.0	101.7	92.2	92.5	93.5	91.0
CCC(C)[C@H]1C(=O)O[C@H](C(C)C)C(=O)N(C)[C@@H](C(C)C)C(=O)O[C@H](C(C)C)C(=O)N(C)[C@@H](C(C)C)C(=O)O[C@H](C(C)C)C(=O)N1C (stereo not given in full)	34.4	20.0	14.2	-2.6*	9.8*	30.4	3.2*	-33.5*
Cc1c([N+](=O)[O-])cc([N+](=O)[O-])cc1S(=O)(=O)O	110.0	107.5	/	96.4	98.6	97.1	96.6	98.4
CC(C#N)c1ccccc1 (stereo not given)	109.5&126.0	106.5&95.2	101.2&101.0	112.3&97.7	102.0&103.5	109.3&107.9	114.0&90.7	105.5&102.0
CN(C)C(OCCCC(=O)O)C(Cl)(Cl)Cl (stereo not given)	93.3	102.5	106.3	117.2	107.5	101.4	108.0	107.2
NC(=O)OCC(CO)(c1ccccc1)c1ccccc1	111.5	100.6	106.6	109.6	98.7	109.8	97.3	96.4
COc1ccc(C2C3CCC(C3)C2N)cc1 (stereo not given)	108.6	108.0	108.5	112.1	97.0	105.6	102.3	100.4
Clc1ccc(C(OCCN2CCCCC2)c2ccccc2)cc1 (stereo not given)	94.6	80.3	83.7	95.0	85.3	101.2	95.3	/
CO[C@@H](c1ccccc1Cl)[C@H](C)OC(N)=O	101.7	97.8	97.2	106.6	98.1	99.9	100.5	98.7
c1cncc(C2Nc3cccc4cccc(c34)N2)c1	132.4	107.4	124.7	97.3	90.9	113.2	28.2	95.7
C=C[C@H]1CN2CC[C@H]1C[C@H]2[C@H](O)c1ccnc2ccccc12	118.6	94.7	115.1	118.7	91.5	97.9	95.7	107.3
C[C@@]1(CO)[C@H](O)CC[C@@]2(C)[C@H]1CCC1C[C@@H]3C[C@@]12CC[C@]3(O)CO (stereo not given in full)	104.3	74.3	74.8	89.6	63.3	94.0	74.6	74.7
C=CCC1(C(C)CCC)C(=O)NC(=S)NC1=O (stereo not given)	102.5&126.6	92.8&98.2	97.0&104.8	118.8	94.5&93.6	93.6&101.8	123.7&101.3	94.4&101.0
Clc1cccc(Cl)c1C(Cl)Cl	97.7	98.0	103.5	98.1	91.6	107.1	89.2	104.9

A different layout for 13 compounds above.
| canonical_smiles | SK-MEL-28 | MDA-MB-435 | BT-549 | SK-MEL-2 | LOX IMVI | HS 578T | T-47D | SK-MEL-5 |
| --- | --- | --- | --- | --- | --- | --- | --- | --- |
| CCC(C)[C@H]1C(=O)O[C@H](C(C)C)C(=O)N(C)[C@@H](C(C)C)C(=O)O[C@H](C(C)C)C(=O)N(C)[C@@H](C(C)C)C(=O)O[C@H](C(C)C)C(=O)N1C (stereo not given in full) | 34.4 | 20.0 | 14.2 | -2.6* | 9.8* | 30.4 | 3.2* | -33.5* |
| Cc1c([N+](=O)[O-])cc([N+](=O)[O-])cc1S(=O)(=O)O | 110.0 | 107.5 | / | 96.4 | 98.6 | 97.1 | 96.6 | 98.4 |
| CC(C#N)c1ccccc1 (stereo not given) | 109.5&126.0 | 106.5&95.2 | 101.2&101.0 | 112.3&97.7 | 102.0&103.5 | 109.3&107.9 | 114.0&90.7 | 105.5&102.0 |
| CN(C)C(OCCCC(=O)O)C(Cl)(Cl)Cl (stereo not given) | 93.3 | 102.5 | 106.3 | 117.2 | 107.5 | 101.4 | 108.0 | 107.2 |
| NC(=O)OCC(CO)(c1ccccc1)c1ccccc1 | 111.5 | 100.6 | 106.6 | 109.6 | 98.7 | 109.8 | 97.3 | 96.4 |
| COc1ccc(C2C3CCC(C3)C2N)cc1 (stereo not given) | 108.6 | 108.0 | 108.5 | 112.1 | 97.0 | 105.6 | 102.3 | 100.4 |
| Clc1ccc(C(OCCN2CCCCC2)c2ccccc2)cc1 (stereo not given) | 94.6 | 80.3 | 83.7 | 95.0 | 85.3 | 101.2 | 95.3 | / |
| CO[C@@H](c1ccccc1Cl)[C@H](C)OC(N)=O | 101.7 | 97.8 | 97.2 | 106.6 | 98.1 | 99.9 | 100.5 | 98.7 |
| c1cncc(C2Nc3cccc4cccc(c34)N2)c1 | 132.4 | 107.4 | 124.7 | 97.3 | 90.9 | 113.2 | 28.2 | 95.7 |
| C=C[C@H]1CN2CC[C@H]1C[C@H]2[C@H](O)c1ccnc2ccccc12 | 118.6 | 94.7 | 115.1 | 118.7 | 91.5 | 97.9 | 95.7 | 107.3 |
| C[C@@]1(CO)[C@H](O)CC[C@@]2(C)[C@H]1CCC1C[C@@H]3C[C@@]12CC[C@]3(O)CO (stereo not given in full) | 104.3 | 74.3 | 74.8 | 89.6 | 63.3 | 94.0 | 74.6 | 74.7 |
| C=CCC1(C(C)CCC)C(=O)NC(=S)NC1=O (stereo not given) | 102.5&126.6 | 92.8&98.2 | 97.0&104.8 | 118.8 | 94.5&93.6 | 93.6&101.8 | 123.7&101.3 | 94.4&101.0 |
| Clc1cccc(Cl)c1C(Cl)Cl | 97.7 | 98.0 | 103.5 | 98.1 | 91.6 | 107.1 | 89.2 | 104.9 |

More records:
SMILES	SK-MEL-28	MDA-MB-435	BT-549	SK-MEL-2	LOX IMVI	HS 578T	T-47D	SK-MEL-5
C[N+]1(C)C2CCC1CC(OC(=O)C(CO)c1ccccc1)C2 (stereo not given)	107.9	97.6	123.6	117.1	96.5	104.4	119.3	109.6
Cc1ccc(C(=O)CCl)c(C)c1	106.7	98.4	103.7	/	96.6	104.1	90.6	101.6
CCn1c2ccccc2c2cc(C(=O)c3ccc(C)c4ccccc34)ccc21	17.9	-34.1*	21.9	24.0	1.2*	30.1	53.6	/
O=S(c1ccc(Cl)cc1)c1ccc(Cl)cc1	112.0	97.9	114.2	/	98.4	102.7	91.4	103.0
O=NN(CCF)C(=O)NCCCl	104.6	100.9	111.6	109.0	93.7	100.9	101.1	103.9
O=C1NC(=O)C(=Cc2cccnc2)C(=O)N1	93.4	104.8	108.0	111.2	82.7	96.4	107.4	103.7
CCOP(=S)(N1CC1C)N1CC1C (stereo not given)	91.9	103.9	107.7	83.8	99.5	/	95.7	107.6
C[C@@H]1C[C@@H]2[C@H](CC[C@]3(C)[C@@H](O)CC[C@@H]23)[C@@]2(C)CC[C@H](O)C[C@H]12	115.5	110.5	111.9	105.3	100.5	94.8	113.6	95.4
CC1(CCO)C(=O)NC(=S)NC1=O	121.0	105.8	115.1	113.7	98.6	109.5	107.1	104.1
CCC(=O)O[C@H]1CCC2C3CCC4=CC(=O)CC[C@]4(C)C3CC[C@@]21C (stereo not given in full)	103.2	103.4	77.5	100.2	100.5	66.5	111.2	104.3
C[Se]C(=O)c1ccccc1OC(C)=O	46.1	46.4	27.9	75.4	45.3	35.3	89.1	79.3
CC1(C)COC(=O)C1O (stereo not given)	108.8&95.3	90.2&96.3	142.8&106.8	91.1&96.2	101.4&100.4	119.0&101.4	95.1&95.8	110.6&103.0
CC1=C(Cl)C(P2(=O)Oc3ccccc3-c3ccccc32)CP(=O)(c2ccccc2)C1 (stereo not given)	99.7	108.4	106.7	98.1	95.3	96.2	103.5	93.0
COCCCNP1(=O)OCC(C)([N+](=O)[O-])CO1 (stereo not given)	105.6	108.7	105.2	119.7	101.1	103.4	/	117.1
Cc1[se]c2ccccc2[n+]1C	100.7	93.7	107.9	98.2	85.6	/	97.5	94.0
CCCCCCCCCCCC(=O)OOC(=O)CCCCCCCCCCC	99.4	97.9	120.1	111.8	103.7	98.7	93.6	96.6
CCOC(=O)C1=C(Nc2ccccc2)C(=O)OC12C(=O)Nc1ccccc12 (stereo not given)	107.0	107.5	103.1	99.9	94.3	105.5	110.1	107.2
Nc1ccc([N+](=O)[O-])cc1N	112.3	96.3	95.1	112.4	84.8	112.0	79.6	93.5
CC(=O)OC1CCC2C3CCC4CC(=O)C(F)CC4(C)C3CCC12C (stereo not given)	107.0	108.7	109.2	108.2	97.1	/	97.5	103.4
CN1CC(=O)[C@@H]2C[C@@]23c2cccc4[nH]cc(c24)C[C@@H]13	111.6	115.5	115.5	101.9	90.7	100.2	89.5	99.9
C[C@]12C=CC(=O)C[C@@H]1CC[C@@H]1[C@@H]2CC[C@]2(C)[C@@H](O)[C@@H](O)C[C@@H]12	108.3	99.1	106.5	114.2	61.8	108.2	104.5	101.9
NC(N)=Nc1ccc(N)cc1	109.2&115.6	102.6&112.3	97.2&101.4	109.9&109.1	95.9&106.0	102.2&104.5	94.9&110.7	101.6&108.9
CCOP(=S)(OCC)Oc1ccc(Sc2ccc(OP(=S)(OCC)OCC)cc2)cc1	112.9	98.4	95.6	94.3	92.0	113.9	95.5	98.1
Cn1cc(-c2csc(-c3cn(CCCCN4CCOCC4)c4ccc(F)cc34)n2)c2cccnc21	-87.1*	38.1	65.3	78.7	67.6	41.1	76.9	48.1
N#CC(C#N)=Cc1ccccc1F	106.3	106.1	105.6	106.2	100.5	95.8	97.3	99.4
NC1Cc2ccccc2C1	108.1	102.2	105.2	96.2	91.9	105.2	89.8	104.8
CCN1C(=O)NC(=O)C(C)(N2C(=O)c3c(F)c(F)c(F)c(F)c3C2=O)C1=O (stereo not given)	-45.5*	21.6	35.9	16.8	-13.9*	12.1	23.5	54.1
CCOP(=O)(Nc1ccc(F)cc1)OCC	105.0	101.8	95.3	126.7	93.0	/	81.9	97.0

Reprinted at random: 2 records from the list, in no set order.
SMILES	SK-MEL-28	MDA-MB-435	BT-549	SK-MEL-2	LOX IMVI	HS 578T	T-47D	SK-MEL-5
CCOP(=O)(Nc1ccc(F)cc1)OCC	105.0	101.8	95.3	126.7	93.0	/	81.9	97.0
N#CC(C#N)=Cc1ccccc1F	106.3	106.1	105.6	106.2	100.5	95.8	97.3	99.4
